# hERG protect = shields human hERG channel from block by proarrhythmic agents. Q12809. CHO-hERG, FluxOR thallium flux, dofetilide IC70 present. activation (rescue from dofetilide block), less the hit threshold, % at 10 µM. 310,000 compounds, 0.51% hits. AID 1511;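 active means activation above the mean of controls blocked by dofetilide plus 5 SD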;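 further: thallium influx through hERG after potassium depolarization seen as dye fluorescence rise; in these data hits start at about 4.7%; inactives centre near -7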
# Platelet DG rel = platelet dense granule release activity; inhibition, %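 (compounds screened at 7.5 µM in platelet-rich plasma)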; human platelet-rich plasma, SFLLRN dense granule ATP release, luminescence; 300,000 compounds, 0.22% hits;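 active means mean replicate score, as percent of positive control, at or above 50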
# KCNQ1 block = blocks the human KCNQ1 potassium channel; B-score at 10 µM; 310,000 compounds, 1.3% hits; CHO-K1 KCNQ1, FluxOR thallium flux fluorescence; active compounds read high; P51787;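 active means compounds whose thallium flux B-score, printed positive for inhibition, exceeds three library SD while starting fluorescence stays within three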;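 further: channel opened by potassium depolarization with thallium stimulus after 20 min compound exposure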
# DYRK1A inh = Dyrk1A (rat) kinase inhibition. ADP-Glo luminescence, NFATc1 peptide. inhibition, % at 12.5 µM. 310,000 compounds, 0.43% hits. AID 504441; in the data active means inhibition above about 50%;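 further: plate controls were vehicle with enzyme for no effect and no enzyme for full effect; many of its hits are not listed in these tables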
# TRPC4 act = opens the mouse TRPC4 cation channel; 310,000 compounds, 0.49% hits; Q9QUQ5; HEK293 TRPC4beta/mu-opioid, Fluo4 calcium fluorescence; active compounds read high; B-score at 10 µM;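 active means B-score above 5 SD of library B-scores, and initial fluorescence ratio not above library mean plus 5 SD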;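 further: positive B-score marks a calcium rise read as TRPC4 activation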
#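 Assay system: HEK293 cells stably co-expressing mouse TRPC4beta and mu-opioid receptor / Timing: Fluo4 dye loading 45 min at room temperature, 110 s recording / Signal: Fluo4 calcium-sensitive dye fluorescence, kinetic, 1 Hz baseline / Read-out: integrated baseline-normalised fluorescence ratio, converted to per-well B score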
# TRPC4 PAM = allosteric potentiators of mouse TRPC4 channel; 310,000 compounds, 0.42% hits; HEK293 TRPC4beta/mu-opioid, DAMGO EC20, Fluo-4 Ca2+ flux; active compounds read high; B-score at 10 µM; Q9QUQ5;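 active means B-score of calcium response area above 5 SD of library B-scores, with initial fluorescence ratio within 5 SD of library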;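 further: B-score of integrated fluorescence ratio over time as area under calcium response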
# KCNQ1 act = potentiates or activates the human KCNQ1 potassium channel | P51787 | CHO-K1 KCNQ1, thallium flux FluxOR fluorescence; active compounds read high | B-score at 10 µM | 310,000 compounds, 0.35% hits;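 active means fluorescence ratio B-score, a plate-corrected score, at least three library SD, with initial intensity B-score within 5 SD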
#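 Material: CHO-K1 cells stably expressing KCNQ1. Medium: assay buffer for compound exposure, DMSO matched across wells. Reagent: K+/Tl+ depolarizing stimulus. Compound dosing: single-concentration screen. Times: 37 °C overnight plating, 90-min dark dye load, 20-min compound pretreatment. Technique: FluxOR Tl+ flux fluorescence.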
# PolyA inh = blocks polyadenylation in yeast reporter cells; S. cerevisiae SKY197-pL101 polyadenylation reporter, beta-gal luminescence; efflux-impaired pdr1/pdr3 knockout yeast; score 100 = 6 SD above DMSO; 300,000 compounds, 0.02% hits; calls only at 12 µM;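 active means lowest replicate activity score at least 50, where 100 means six control SD above control mean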;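 further: yeast exposed to compound for 9 h at 30 °C; higher score means more reporter readthrough which indicates perturbed polyadenylation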
# TRPC4 inh = inhibitors of mouse TRPC4 channel. Q9QUQ5. HEK293 TRPC4beta/mu-opioid, DAMGO-evoked Fluo4 calcium flux; active compounds read low. B-score at 10 µM. 300,000 compounds, 0.39% hits. AID 2247;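 active means B-score over 3 SD under the library average, no early fluorescence shift, positive overall ratio signal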
#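 Assay system: HEK293 cells with stable TRPC4beta plus mu-opioid receptor expression; Probe or stimulus: DAMGO in two steps, submaximal then maximal; Dosing: single-point compound dosing; Measured by: Fluo4 calcium-dye fluorescence, kinetic read; Read-out basis: B score from integrated Fluo4 fluorescence ratio.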
# KCNK3 inh = human KCNK3 channel inhibition, primary screen | CHO-KCNK3 thallium flux, FluxOR fluorescence; active compounds read low | O14649 | AID 602410 | 340,000 compounds, 0.84% hits | B-score at 10 µM;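 active means B-score under library mean minus 4 SD, starting fluorescence ratio at most library mean plus 5 SD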;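 further: more negative B-score means stronger inhibition of thallium flux through KCNK3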
# Target sequence (O14649 whole entry, looked up): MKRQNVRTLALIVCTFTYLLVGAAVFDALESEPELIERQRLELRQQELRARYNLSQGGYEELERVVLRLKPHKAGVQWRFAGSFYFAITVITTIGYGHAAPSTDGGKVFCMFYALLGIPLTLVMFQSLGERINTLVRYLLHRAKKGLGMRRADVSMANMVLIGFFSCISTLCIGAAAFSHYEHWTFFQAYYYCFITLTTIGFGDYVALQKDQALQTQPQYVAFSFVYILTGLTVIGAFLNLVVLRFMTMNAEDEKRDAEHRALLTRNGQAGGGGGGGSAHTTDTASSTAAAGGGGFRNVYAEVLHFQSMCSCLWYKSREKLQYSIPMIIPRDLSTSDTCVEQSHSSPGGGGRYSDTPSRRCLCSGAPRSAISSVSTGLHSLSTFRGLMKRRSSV
# KCNK9 inh = blocks the human KCNK9 two-pore domain potassium channel; Q9NPC2; HEK293 KCNK9, FluxOR thallium flux fluorescence; active compounds read low; B-score at 10 µM; 310,000 compounds, 1.2% hits; AID 488922;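 active means ratio B-score over 3 SD below the library mean, with starting fluorescence within 5 SD of its mean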;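 further: negative B-score means less thallium flux so channel inhibition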
# Target sequence (Q9NPC2 whole entry, looked up, the tested form may be a part): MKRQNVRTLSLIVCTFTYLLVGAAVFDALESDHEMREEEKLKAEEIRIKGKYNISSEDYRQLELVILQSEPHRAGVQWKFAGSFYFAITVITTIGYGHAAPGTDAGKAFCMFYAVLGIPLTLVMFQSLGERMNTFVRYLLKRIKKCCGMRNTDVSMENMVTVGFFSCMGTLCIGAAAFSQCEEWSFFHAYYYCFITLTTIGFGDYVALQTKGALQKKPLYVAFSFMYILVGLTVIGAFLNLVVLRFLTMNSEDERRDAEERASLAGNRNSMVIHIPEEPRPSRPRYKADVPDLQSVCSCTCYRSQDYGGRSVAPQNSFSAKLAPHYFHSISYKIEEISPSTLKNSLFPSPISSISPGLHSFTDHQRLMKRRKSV
# Starred values were filed as active, the others as inactive; i = inactive; . = no result given; & = joins results of further samples. This is a subset; the hit share may differ from the screen's.
SMILES,hERG protect,Platelet DG rel,KCNQ1 block,DYRK1A inh,TRPC4 act,TRPC4 PAM,KCNQ1 act,PolyA inh,TRPC4 inh,KCNK3 inh,KCNK9 inh
COc1ccc(C(=O)OCC(=O)NCC2CCCO2)cc1 (stereo not given),-13,12,i,2,i,i,i,i,i,i,i
Cc1ccn2c(C(=O)CSc3ccc(Cl)cc3)c(C)nc2c1,-6,3,i,3,i,i,i,i,i,i,i
CCOc1ccc(NC(=O)Cn2c(=O)oc3ccccc32)cc1,-13,-9,i,4,i,i,i,i,i,i,i
COC(=O)c1ccccc1NC(=O)N1CCN(c2ccccc2F)CC1,-15,12,i,-1,i,i,i,i,i,i,i
CN(C)c1ccc(/C=N/NC(=O)c2ccccc2O)o1,-5,-2,i,1,i,i,i,i,i,i,i
CCc1cn(S(=O)(=O)c2ccccc2OC)nc1N,-11,4,i,-5,i,i,i,i,i,i,i
CCOC(=O)c1ccc(N=c2sc(C(=O)OC)cc(=O)n2CCCN2CCOCC2)cc1,-17&-10,-2&8,i,-2&-2,i,i,i,i,i,i,i
COc1ccc(NC(=S)NCc2cccs2)c(OC)c1,-4,-3,i,-8,i,i,i,i,i,i,i
CN1CCN(NC(=O)c2ccccc2F)CC1,-6,-15,i,-4,i,i,i,i,i,i,i
Cc1nnc(SCC(=O)NNC(=O)c2ccc(Cl)cc2)s1,-5,15,i,-1,i,i,i,i,i,i,i
O=C(CN1CCN(Cc2ccccc2F)C1=O)NCCN1CCOCC1,-5,-10,i,0,i,i,i,i,i,i,i
Cc1ccc(NC(=O)CSc2nnc(-c3ccco3)c(-c3ccco3)n2)cc1,-9,2,i,2,i,i,i,i,i,i,i
CC(=O)N=Cc1c(C)c(C#N)c(=O)n(C)c1O,3,2,i,1,i,i,i,i,i,i,i
Cn1cnc2c1c(=O)n(Cc1c(Cl)cccc1Cl)c(=O)n2C,-19,0,i,1,i,i,i,i,i,i,i
CN(C)CCC(=O)c1ccc2c(c1)OCO2,-4,11,i,-5,i,i,i,.,i,i,i
COc1ccc(-c2[nH]ncc2/C=C(/C#N)C(=O)NC2CCCCCC2)cc1,-9,-4,i,2,i,i,i,i,i,i,i
O=C(CSc1ccc([N+](=O)[O-])cn1)Nc1cc(C(F)(F)F)ccc1N1CCOCC1,-12,-12,i,-4,i,i,i,i,i,i,i
O=C(Cn1cccn1)c1ccccc1,-7,21,i,-3,i,i,i,i,i,i,i
CCN(/N=C/c1ccc(Cl)cc1)c1cc(=O)n(C)c(=O)[nH]1,4,2,i,1,i,i,i,i,i,i,i
CCSc1nnc(NC(=O)c2cc(C)on2)s1,-6,6,i,8,i,i,i,i,i,i,i
CCCNC(=O)c1cccc(Cn2nc(C)c(Br)c2C)c1,-9,4,i,-3,i,i,i,i,i,i,i
O=C(O)C1CCCN(S(=O)(=O)c2cccc3cccnc23)C1 (stereo not given),-5,-5,i,3,i,i,i,i,i,i,i
NC(=O)CN1CCCN(S(=O)(=O)c2ccc(Br)cc2)CC1,3,-2,i,4,i,i,i,i,i,i,i
Cc1ccc(NC(=O)COC(=O)c2cc(-c3cccs3)nn2-c2ccccc2)cc1[N+](=O)[O-],-5,-12,i,-2,i,i,i,i,i,i,i
CCC(C)(C(=O)NC1CCCCC1)N(C(=O)CC1NC(=O)NC1=O)c1c(C)n(C)n(-c2ccccc2)c1=O (stereo not given),-11,10,i,.,i,i,i,i,i,i,i

# Reprinted at random: 2 compounds from above
SMILES,hERG protect,Platelet DG rel,KCNQ1 block,DYRK1A inh,TRPC4 act,TRPC4 PAM,KCNQ1 act,PolyA inh,TRPC4 inh,KCNK3 inh,KCNK9 inh
COc1ccc(NC(=S)NCc2cccs2)c(OC)c1,-4,-3,i,-8,i,i,i,i,i,i,i
NC(=O)CN1CCCN(S(=O)(=O)c2ccc(Br)cc2)CC1,3,-2,i,4,i,i,i,i,i,i,i

# Continuation:
SMILES,hERG protect,Platelet DG rel,KCNQ1 block,DYRK1A inh,TRPC4 act,TRPC4 PAM,KCNQ1 act,PolyA inh,TRPC4 inh,KCNK3 inh,KCNK9 inh
C#CCSc1nnc(-c2sc3ccccc3c2Cl)o1,-8,8,i,-6,i,i,i,.,i,i,i
O=C(O)CNC(=S)N(Cc1ccccc1F)C1CCCCC1,-1,0,i,1,i,i,i,i,i,i,i
CN1CCN(c2ccc([N+](=O)[O-])cc2C(=O)N2CCOCC2)CC1,-7,.,i,3,i,i,i,i,i,i,i
Cc1noc(C(=O)NCc2ccccc2)c1Cl,-10,-16,i,0,i,i,i,i,i,i,i
COC(=O)c1cc(NC(=O)C23CCC(C)(C(=O)O2)C3(C)C)cc(C(=O)OC)c1 (stereo not given),-6,1,i,0,i,i,i,i,i,i,i
COCCCNC(=O)/C(C#N)=C/c1ccc(OCC(=O)O)c(OC)c1,-11,13,i,1,i,i,i,i,i,i,i
Cc1cccn2c(=O)c(C=O)c(N3CCN(c4ccccc4)CC3)nc12,-8,0,i,1,i,i,i,i,i,i,i
C=CCn1c(SCC(=O)c2ccc(Br)cc2)nnc1C(C)NC(=O)Cc1ccc(OC)cc1 (stereo not given),-10,-5,i,5,i,i,i,i,i,i,i
COc1cc(/C=N\NC(=O)c2ccc(Cn3cc(Br)c([N+](=O)[O-])n3)o2)cc(OC)c1O,-3,-2,i,-1,i,i,i,i,i,i,i
CCCn1c(C(C)Nc2nc(-c3ccc(C)cc3)cs2)nc2ccccc21 (stereo not given),-11,4,i,5,i,i,i,i,i,i,i
S=c1[nH]nc(COc2ccccc2)n1/N=C/c1cccc(Cl)c1Cl,-5,-7,i,16,i,i,i,i,i,i,i
Cc1cc(S(=O)(=O)NC2CCCCC2)c(C)s1,-10,5,i,8,i,i,i,i,i,i,i
CCOC(=O)Cc1csc(NC(=O)COc2ccccc2)n1,-5,-11,i,-2,i,i,i,.,i,i,i
O=C(CSc1ccccc1)Nc1ccccc1C(=O)O,-8,6,i,0,i,i,i,i,i,i,i
O=C(CCSc1nc(-c2ccco2)cc(C(F)(F)F)n1)NCc1ccccn1,-4,-3,i,-3,i,i,i,i,i,i,i
Cc1ccccc1CN(c1ccc(C(=O)Nc2ccccc2C(=O)N2CCCC2)cc1)S(C)(=O)=O,-11,-4,i,12,i,i,i,i,i,i,i
CS(=O)(=O)N(CC(=O)NCc1ccc2c(c1)OCO2)c1ccc(Cl)cc1,-4,-2,i,5,i,i,i,i,i,i,i
CC(C)NC(=O)c1cc(-c2ccc3c(c2)OCO3)on1,-3,-5,i,0,i,i,i,i,i,i,i
O=C1[C@@H]2[C@@H]3C[C@@H]([C@H]4ON=C(c5ccc(OCc6ccccc6)cc5)[C@@H]34)[C@@H]2C(=O)N1c1ccc2c(c1)OCO2,-7,8,i,-8,i,i,i,i,i,i,i
Cc1ccc(OCCCC(=O)N2CCN(S(=O)(=O)c3cccc(F)c3)CC2)cc1,-7,14,i,5,i,i,i,i,i,i,i
O=C(OCC(=O)N(C1CCCCC1)C1CCCCC1)c1ccncc1,-2,-1,i,2,i,i,i,i,i,i,i
Cc1ccc(C(c2nnnn2Cc2ccccc2)N2CCN(Cc3ccccc3)CC2)cc1 (stereo not given),-20,3,i,1,i,i,i,i,i,i,i
CC(=O)Nc1ccc(NC(=O)c2cccc(-c3cc4ccccc4oc3=O)c2)cc1,-16,-4,i,.,i,i,i,i,i,i,i
Cc1ccc2cc(CN(CCCN3CCOCC3)C(c3nnnn3Cc3ccco3)C(C)C)c(=O)[nH]c2c1C (stereo not given),-13,6,i,7,i,i,i,i,-9*,i,i
Cn1c(SCC(=O)N2CCN(S(=O)(=O)c3ccc(Cl)cc3)CC2)nc2ccccc21,-13,-7,i,1,i,i,i,i,i,i,i

# Further structures follow.
SMILES,hERG protect,Platelet DG rel,KCNQ1 block,DYRK1A inh,TRPC4 act,TRPC4 PAM,KCNQ1 act,PolyA inh,TRPC4 inh,KCNK3 inh,KCNK9 inh
COc1cccc(OCc2cc(/C=N/NC(=O)c3nc(Cl)c(Cl)c(N)c3Cl)ccc2OC)c1,-11,8,i,-4,i,i,i,i,i,i,i
COc1cc(CNC(C)(C)CO)ccc1OCC(=O)NC(C)(C)C,-17,5,i,-2,i,i,i,i,i,i,i
CCCc1cc(=O)n2[nH]c(C)c(-c3ccc(Cl)cc3)c2n1,3,-1,i,15,i,i,i,i,i,i,i
NC(=O)CC(NC(=O)Cc1ccc(Br)cc1)c1ccc(N2CCN(c3ccc(F)cc3)CC2)c([N+](=O)[O-])c1 (stereo not given),-3,0,i,1,i,i,i,i,i,i,i
CCCc1cc(=O)oc2cc(OCC(=O)NCCCN3CCCC3=O)ccc12,-7,5,i,3,i,i,i,i,i,i,i
Cc1c(CN2CCCCC2)c(O)n(CCCO)c(=O)c1C#N,-9,15,i,0,i,i,i,i,i,i,i
O=C(NC(Cc1ccccc1)C(=O)O)/C(=C\c1ccco1)NC(=O)c1ccccc1Br (stereo not given),-9,-13,i,-3,i,i,i,i,i,i,i
CC1(c2ccccc2)NC(=O)N(CC(=O)Nc2ccccc2N2CCCCC2)C1=O (stereo not given),-19,.,i,8,i,i,i,i,i,i,i
COc1ccc(C(=O)NCCC(=O)NCc2cc(=O)n(C)c(=O)n2C)cc1,-9,-8,i,-1,i,i,i,i,i,i,i
CCC(=O)NN1CCc2cc3ccc(C)cc3nc21,-2,-4,i,0,i,i,i,i,i,i,i
Cc1noc(C)c1S(=O)(=O)N(CC(=O)NC1CCC(C)CC1)c1ccc(C(C)C)cc1 (stereo not given),-10,7,i,-12,i,i,i,i,i,i,i
CCOC(=O)c1cc(-c2ccccc2)sc1NC(=O)CSc1nnnn1C,-7,2,i,1,i,i,i,.,i,-11*,-9.6*

# Copied from the list.
# Under hERG protect, `CS(=O)(=O)N(CC(=O)NCc1ccc2c(c1)OCO2)c1ccc(Cl)cc1` has -4
# Under DYRK1A inh, `COc1cc(CNC(C)(C)CO)ccc1OCC(=O)NC(C)(C)C` has -2
# Under DYRK1A inh, `Cc1cc(S(=O)(=O)NC2CCCCC2)c(C)s1` has 8
# Under Platelet DG rel, `CCOC(=O)Cc1csc(NC(=O)COc2ccccc2)n1` has -11
# Under DYRK1A inh, `O=C(OCC(=O)N(C1CCCCC1)C1CCCCC1)c1ccncc1` has 2
# Under DYRK1A inh, `Cc1nnc(SCC(=O)NNC(=O)c2ccc(Cl)cc2)s1` has -1
# Under hERG protect, `NC(=O)CN1CCCN(S(=O)(=O)c2ccc(Br)cc2)CC1` has 3

# Screening data from PubChem.
